LYPLA1 inh: blocks human lysophospholipase 1, a PME1 counter-screen. O75608. recombinant LYPLA1, FP-Rh probe fluorescence polarization. inhibition, % at 5.9 µM. actives 0.16% (n = 320,000);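 active = inhibition above the mean of all tested compounds plus 3 SD, set per campaign, cut at about 14% in these data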;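 note: inhibitors block serine hydrolase probe labeling of LYPLA1 so polarization falls; 0% = enzyme with DMSO and 100% = wells lacking LYPLA1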
pPAFAH FP inh: pPAFAH (human) enzyme inhibition; Q13093; recombinant pPAFAH, FP-rhodamine probe fluorescence polarization; inhibition, % at 3.39 µM; actives 1.5% (n = 330,000);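 active = inhibition above the mean inhibition across the screen plus 3 SD, cut at about 25% in these data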;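 note: inhibitors block binding of the rhodamine activity-based probe so polarization drops; 0% = enzyme with DMSO and 100% = wells lacking pPAFAH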
PAD4 FP inh: inhibitors of human PAD4 | actives 0.41% (n = 330,000) | AID 485272 | Q9UM07 | inhibition, % at 6.36 µM | recombinant PAD4, RCA probe fluorescence polarization;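 active = percent inhibition above a cutoff equal to the mean of all tested compounds plus 3 SD, cut at about 15% in these data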;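 note: 0% = PAD4 with RCA probe and DMSO and 100% = probe without PAD4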
Target sequence (Q9UM07 whole entry, looked up): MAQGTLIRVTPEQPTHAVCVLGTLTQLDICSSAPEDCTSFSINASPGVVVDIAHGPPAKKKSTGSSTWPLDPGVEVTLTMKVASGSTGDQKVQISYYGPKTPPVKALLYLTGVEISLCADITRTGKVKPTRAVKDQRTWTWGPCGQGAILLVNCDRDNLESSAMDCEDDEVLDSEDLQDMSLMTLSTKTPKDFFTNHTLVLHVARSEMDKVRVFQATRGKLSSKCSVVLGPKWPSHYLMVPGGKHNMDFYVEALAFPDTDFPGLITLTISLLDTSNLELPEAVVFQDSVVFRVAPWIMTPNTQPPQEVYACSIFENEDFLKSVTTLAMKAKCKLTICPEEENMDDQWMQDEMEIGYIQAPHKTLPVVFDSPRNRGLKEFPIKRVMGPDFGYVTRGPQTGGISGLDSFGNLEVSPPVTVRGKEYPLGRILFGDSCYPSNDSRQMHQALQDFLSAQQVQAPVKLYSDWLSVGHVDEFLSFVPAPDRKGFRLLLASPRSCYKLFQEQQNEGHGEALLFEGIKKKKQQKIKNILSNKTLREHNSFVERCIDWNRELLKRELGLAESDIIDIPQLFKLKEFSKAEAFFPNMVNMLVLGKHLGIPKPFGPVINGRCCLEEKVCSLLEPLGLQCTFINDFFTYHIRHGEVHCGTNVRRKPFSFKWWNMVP
PAFAH1B2 inh: blocks human PAF acetylhydrolase 1b catalytic subunit 2 | P68402 | recombinant PAFAH1B2, FP-rhodamine activity probe, fluorescence polarization | inhibition, % at 3.39 µM | actives 1.2% (n = 340,000);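 active = inhibition above the mean of all tested compounds plus 3 SD, cut at about 24% in these data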;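 note: 0% = enzyme with DMSO and 100% = wells lacking PAFAH1B2; many of its hits are not listed in these tables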
PREPL inhibitor: inhibits the human prolyl oligopeptidase-like enzyme | recombinant PREPL, fluorescence polarization activity-based probe | inhibition, % at 5.96 µM | actives 0.68% (n = 320,000); in the data active = inhibition above about 43%;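 note: 0% = enzyme with DMSO and 100% = wells lacking enzyme; many of its hits are not listed in these tables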
GSTO1 inh: counter-screen for RBBP9 inhibitors: inhibitors of human GSTO1; recombinant GSTO1, activity-based probe fluorescence polarization; AID 1974; inhibition, % at 5.96 µM; actives 1.1% (n = 300,000);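 active = inhibition above the campaign mean inhibition plus 3 SD, cut at about 35% in these data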;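 note: 0% = GSTO1-1 with DMSO and 100% = wells lacking GSTO1-1 enzyme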
PAFAH2 inh: inhibitors of human PAFAH2; Q99487; recombinant PAFAH2, FP-rhodamine activity probe, fluorescence polarization; inhibition, % at 3.39 µM; actives 0.99% (n = 340,000); AID 492956;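 active = inhibition above the mean over all tested compounds plus 3 SD, cut at about 30% in these data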;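 note: inhibitors block probe labeling of enzyme so polarization drops; 0% = enzyme with DMSO and 100% = wells lacking PAFAH2 protein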
PAFAH1B3 FP inh: blocks human PAF acetylhydrolase 1B catalytic subunit 3. AID 492972. recombinant PAFAH1B3, FP-rhodamine probe, fluorescence polarization. actives 0.28% (n = 340,000). Q15102. inhibition, % at 3.39 µM;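 active = inhibition above the screen-wide average of all tested compounds plus 3 SD, cut at about 25% in these data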;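 note: 0% = enzyme with DMSO only and 100% = wells lacking PAFAH1B3 protein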
Target sequence (Q15102 whole entry, looked up): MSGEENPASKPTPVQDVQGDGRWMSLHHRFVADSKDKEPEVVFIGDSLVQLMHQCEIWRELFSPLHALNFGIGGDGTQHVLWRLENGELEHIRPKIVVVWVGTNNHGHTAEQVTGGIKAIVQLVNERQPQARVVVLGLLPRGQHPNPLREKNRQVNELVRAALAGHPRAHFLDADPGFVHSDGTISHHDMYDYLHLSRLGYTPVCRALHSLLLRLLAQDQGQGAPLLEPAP
LYPLA2 counter: LYPLA2 (human) inhibition in PME1 counter-screen. O95372. recombinant LYPLA2, FP-Rh probe fluorescence polarization. inhibition, % at 5.9 µM. actives 0.38% (n = 320,000);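 active = inhibition above the screen-wide mean plus 3 SD, limit set per campaign, cut at about 26% in these data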;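 note: 0% = LYPLA2 with DMSO and 100% = wells lacking LYPLA2 enzyme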
Starred values were filed as active, the others as inactive; . = not tested or not shown. The list is partial; rates above refer to the full screens.

Molecule	PAFAH2 inh	LYPLA1 inh	PAFAH1B2 inh	pPAFAH FP inh	LYPLA2 counter	PREPL inhibitor	GSTO1 inh	PAD4 FP inh	PAFAH1B3 FP inh
COc1cc(C(=O)N2CCN(C(=O)C3CCCO3)CC2)cc(OC)c1OC (centres undefined)	2	-1	0	-1	2	0	.	-2	1
O=C(NCc1ccco1)c1nc2c(nnn2Cc2cccc(Cl)c2)c(=O)[nH]1	5	3	-1	2	-1	0	-1	-1	6
CC(C)(C)c1ccc(-c2nnc(SCC(=O)NCC3CCCO3)n2N)cc1 (centres undefined)	-4	.	2	6	.	28	.	0	12
O=C(NC(=O)c1ccccc1)Nc1ccccn1	-7	1	4	0	-1	14	-1	1	5
CCCCC(c1nnnn1CS(=O)(=O)c1ccc(C)cc1)N1CCN(c2ccccc2)CC1 (centres undefined)	0	-2	2	5	-5	-134	1	3	-7
Cc1ccccc1CC(=O)Nc1ccc(C(=O)N2CCCC2)cc1	-5	1	0	3	-2	4	6	-4	9
Cc1ccoc1C(=O)Nc1ccc(CC(=O)O)cc1	-10	0	3	5	1	6	1	6	8
CCC1CCCCN1CCCNC(=O)C1CCN(S(=O)(=O)N2CCCCC2)CC1 (centres undefined)	-3	-2	-2	-12	-3	7	-3	-2	-2
COc1cccc(OCC(=O)Nc2ccccc2-c2ccccc2)c1	.	-2	.	7	-2	-6	4	2	.
Cn1c(-c2ccccc2)cc2c3no[n+]([O-])c3ccc21	4	1	1	-2	12	8	13	-6	6
Cc1ccc(NC(=O)c2ncn(CC(=O)N[C@H](C)c3cccc4ccccc34)n2)cc1C	-2	.	2	14	.	.	.	0	-7
CC(=O)NC1=NN(C(C)=O)C(c2ccc(F)cc2)S1 (centres undefined)	2	1	9	-1	4	9	13	5	-2
O=C(Nc1nc(-c2ccccc2)cs1)c1cccc([N+](=O)[O-])c1	-7	-5	8	13	-4	17	-6	-4	13
COC(=O)C(=N/Nc1ccccc1C(=O)OC)/C(C)=N/O	-7	0	1	1	3	-2	-1	1	3
CCOc1ccc(/C(O)=C2/C(=O)C(=O)N(CCOCCO)C2c2cccnc2)cc1 (centres undefined)	2	-2	4	5	0	10	1	-2	10
Cc1cc(OC(=O)c2ccc3ccccc3c2)c([N+](=O)[O-])c(=O)[nH]1	1	0	1	5	0	-1	2	2	-1
C=CCN(CC=C)C(=S)Nc1cc(Cl)ccc1OC	-5	2	0	3	2	4	9	-1	11
CCOc1ccc2nc(Cl)sc2c1	3	3	4	2	5	16	3	2	5
O=C(CN1C(=O)C2C3CCC(C3)C2C1=O)Oc1ccc2ccccc2c1 (centres undefined)	-1	-4	17	-5	-1	13	13	-1	8
OC(COc1ccc2ccccc2c1Br)Cn1ccnc1 (centres undefined)	-6	2	-1	2	6	-6	5	-5	6
COc1ccc(C(NC(=O)N2CC(C)OC(C)C2)C(Cl)(Cl)Cl)cc1F (centres undefined)	7	2	-3	-1	4	-2	8	1	-10
CC(C)n1c(SCC(=O)NCc2ccco2)nc2c1c(=O)n(C)c(=O)n2C	-1	3	4	2	2	-3	3	5	1
O=C1NC[C@@H](Cc2ccc(O)cc2)N(CCc2cccc(F)c2)C1=O	-3	-2	-2	5	-2	3	4	-5	-8
CCCCCCCC(=O)N/N=C/c1ccc([N+](=O)[O-])o1	10	3	4	11	2	1	13	-4	4
O=c1[nH]n2c(-c3ccccc3)nc(O)c2c2ccccc12	11	-4	-4	1	-3	-1	-3	-2	0

Molecule	PAFAH2 inh	LYPLA1 inh	PAFAH1B2 inh	pPAFAH FP inh	LYPLA2 counter	PREPL inhibitor	GSTO1 inh	PAD4 FP inh	PAFAH1B3 FP inh
O=C(/C=C/c1ccc2c(c1)OCCCO2)c1ccccc1O	-9	-3	1	0	0	9	-7	-3	2
O=C(CCN1C(=O)c2ccccc2C1=O)Nc1cccnc1	4	4	-2	1	11	19	1	-5	11
CCOC(=O)c1c(CN2CCCCC2)n(C)c2cc(Br)c(OC)cc12	4	-2	4	-3	0	14	-2	-2	0
CN(C(=O)c1cccc(S(=O)(=O)NCc2ccccc2)c1)C1CCCCC1	5	.	13	2	.	8	.	-12	7
Cc1ccc2nc(N3CCN(C)CC3)c(C=O)c(=O)n2c1	4	3	3	8	7	10	4	-2	9
O=C1CSC(=Nc2cc(Cl)ccc2Cl)N1	-4	1	6	-3	-3	-2	-7	-4	8
O=C(Cc1ccsc1)NCC(=O)Nc1ccc(F)c(F)c1	-3	4	0	0	8	5	7	2	0
CC(C)(C)NC(=O)NC(=O)COC(=O)CCCc1c[nH]c2ccccc12	6	-4	7	12	5	16	5	0	7
O=C(COC(=O)/C=C/c1cccc(Br)c1)NCc1ccco1	19	5	3	9	7	-7	6	-3	2
O=C(O)CCSc1nnc(COc2ccc([N+](=O)[O-])cc2)n1-c1ccccc1	10	-1	-3	2	1	1	6	-6	1
O=[N+]([O-])c1cc(C(F)(F)F)ccc1NCCNC(=S)Nc1ccc(Cl)cc1	0	-38	16	-17	-72	-26	-14	-3	1
Cc1cccc(C)c1NC(=O)CC(NCc1ccco1)C(=O)O (centres undefined)	0	2	3	-5	5	10	7	1	4
Cc1ccc(-n2c(-c3ccccc3)cc(=O)nc2C)cc1	-4	0	4	-1	-3	-13	-5	-6	9
O=C(Nc1ccccn1)C1CCCN(c2ncnc3c2nc2n3CCCCC2)C1 (centres undefined)	-3	7	4	3	5	6	7	2	7
Cn1c(=O)c2[nH]c(NCC3CCCO3)nc2n(-c2ccccc2)c1=O (centres undefined)	4	4	-2	-4	9	17	0	5	7
CC(=O)OCC(=O)[C@@]1(O)[C@H](C)C[C@H]2[C@@H]3CCC4=CC(=O)C=C[C@]4(C)[C@@]3(F)[C@@H](O)C[C@@]21C	12	-2	2	0	3	-1	10	2	13
COc1ccc(Cl)cc1C(=O)Nn1c(-c2cccs2)nc2ccccc2c1=O	0	-3	-2	-1	0	-2	7	-7	3
COc1ccc([N+](=O)[O-])cc1NC(=O)c1ccc(Br)s1	-6	-10	-4	-10	-29	-8	-19	-16	-10
COc1ccc(NS(=O)(=O)c2ccc3c(c2)N(C(C)=O)CCO3)c(OC)c1	-6	-3	4	6	-1	5	-1	-1	3
COC(=O)c1c(NC(=O)CSc2nc(-c3ccco3)cc(C(F)(F)F)n2)sc2c1CCCC2	0	0	1	3	5	-2	-1	-4	6
CCN(CC)S(=O)(=O)c1ccc(-n2c(=O)c(C(C)C)c(C)n2C)cc1	-1	2	4	3	0	-4	-8	-4	1
Cc1ccc(OCC(=O)NCCCNC(=O)c2cnccn2)cc1C	-4	-1	-1	-4	-2	16	5	0	4
Cc1ccc(NC(=O)CCS(=O)(=O)c2ccc(Br)s2)cc1	7	4	8	4	5	-9	-2	-4	5
CN1CCN(Cc2oc(CO)cc(=O)c2O)CC1	3	-3	2	3	2	-7	6	3	5
Cc1ccc(CS(=O)Cc2ccc(C(=O)N3CCN(c4ccccn4)CC3)o2)cc1 (centres undefined)	-1	0	1	7	3	5	4	0	5

Molecule	PAFAH2 inh	LYPLA1 inh	PAFAH1B2 inh	pPAFAH FP inh	LYPLA2 counter	PREPL inhibitor	GSTO1 inh	PAD4 FP inh	PAFAH1B3 FP inh
COc1ccc2nc(NC(=O)CSC3=NCCS3)sc2c1	0	-4	-4	-1	2	0	-14	13	3
CC(C)(C)NC(=O)C1CCN(S(=O)(=O)c2cccc3nsnc23)CC1	4	0	-3	-2	-1	13	-1	-2	-3
CCN1CCN(S(=O)(=O)c2ccc(C(=O)Nc3sc4c(c3C(N)=O)CCN(CC)C4)cc2)CC1	-2	3	9	5	7	3	-11	2	5
O=C(Nc1ncc(Cc2cccc([N+](=O)[O-])c2)s1)c1ccco1	2	-3	6	5	-2	-8	9	-4	3
CC(=O)c1cccc(NC(=O)CN(Cc2ccccc2)S(C)(=O)=O)c1	0	3	5	-2	5	8	0	-2	0
Cc1ccc(O)c(-c2[nH]ncc2C(=O)c2ccc(Br)cc2)c1	2	0	0	6	-3	-42	0	-5	0
O=c1c2cnn(-c3ccccc3)c2ncn1Cc1cccnc1	4	0	6	0	4	6	5	4	5
CC(C)[C@H](NC(=O)c1cccc(S(=O)(=O)N2CCCC2)c1)c1nc2ccccc2[nH]1	-7	0	0	4	8	3	25	-1	9
CC(NS(=O)(=O)c1ccccc1)C1CC2CCC1C2 (centres undefined)	11	0	25*	7	1	-21	0	-1	3
CCc1c(O)c(-c2ccccc2)c(=O)n(-c2ccccn2)c1-c1ccccc1	6	0	5	-1	-2	2	-1	2	0
COc1ccc(NC(=O)NC2(C(=O)N3CCCC(C)C3)CCCCC2)cc1 (centres undefined)	11	-2	12	3	2	-1	1	1	2
Cc1cccc(NC(=O)C2CCCN(c3ncnc4c3nc3n4CCCCC3)C2)n1 (centres undefined)	2	-1	-1	0	1	0	5	0	0
C=C(C)COc1ccc(-c2n[nH]c(C)c2-c2ccc(Br)cc2)c(O)c1	-3	-9	3	15	-8	18	-2	1	6
O=C(c1cn[nH]c1)c1cc(F)ccc1O	-7	1	-6	1	2	-3	7	-1	1
O=C(O)c1ccc(-c2noc(-c3ccc(F)cc3)n2)cc1	7	-1	7	8	-1	1	1	-2	-7
CCOC(=O)C1CCCN(c2c(NCCc3ccc(C)cc3)c(=O)c2=O)C1 (centres undefined)	-2	-3	6	2	-3	13	-4	1	2

High-throughput results: PubChem BioAssay, The Scripps Research Institute Molecular Screening Center
